Assay outcomes (PubChem BioAssay)
NR2E3 ag-1: inhibitors of NR2E3-RetCOR corepressor binding, primary screen, NR2E3 agonist project, biochemical, TR-FRET, GST-NR2E3, biotin-RetCOR; inhibition of corepressor binding, % at 4.78 µM; 1536-well; 0.12% of 320,000 active; AID 2300, 2010;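 active = percent inhibition above the cutoff of mean plus 3 SD of all tested compounds, set per screening campaign, cut at about 20% in these data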;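 note: 0% = DMSO wells and 100% = biotin wells as full block of FRET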
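System: GST-NR2E3 and biotin-RetCOR proteins; probe or stimulus: 7 nM biotin-RetCOR; doses: compound at 4.8 µM, single dose; schedule: Compound–protein incubation for 5 h at 4 °C; detection: time-resolved FRET; read-out: percent inhibition; controls: biotin wells as high control, 0.6% DMSO wells as low control; format: 1536-well plates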
Peg3 prom inh: Peg3 promoter-driven luciferase inhibitors, primary screen, cell-based, HeLa, luciferase luminescence; HeLa PEG-Prom luciferase reporter, overnight; inhibition, % at 20 µM; 1.7% of 360,000 active;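 active = inhibition of at least 50% at 20 µM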
hiPSC survival: enhancers of single-cell hiPSC survival, primary screen, ATPlite luminescence | 0.044% of 360,000 active | 100% = ROCK inhibitor wells, 0% = DMSO | survival enhancement, % at 20 µM; in the data active = survival enhancement above about 18%;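 note: cells exposed to compounds for 16 hours before the ATP read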
HTR2A ag: mouse Htr2a agonists via beta-arrestin recruitment, primary screen, cell-based, luminescence; CHO-K1 mHTR2A beta-arrestin complementation; percent of 30 µM serotonin response; activation, % at 7.6 µM; 0.66% of 360,000 active;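 active = activation above a run cutoff, the mean activation of all tested compounds plus 3 SD, cut at about 14% in these data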;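 note: 0% = plate median of compound wells and 100% = 30 µM serotonin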
PDI turbidity: inhibitors of human PDI, primary screen, biochemical, turbidity, single point, plate reader | 0.052% of 350,000 active | inhibition, % at 10 µM | PDI insulin aggregation turbidity, A650, 90 min | Protein disulfide-isomerase (Homo sapiens), P07237 | AID 588391, 2011;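 active = mean inhibition across replicates of 30% or more, whatever share of single replicates reach that level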;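 note: absorbance from insulin aggregation driven by PDI reduction with DTT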
Target sequence (P07237 whole entry, looked up): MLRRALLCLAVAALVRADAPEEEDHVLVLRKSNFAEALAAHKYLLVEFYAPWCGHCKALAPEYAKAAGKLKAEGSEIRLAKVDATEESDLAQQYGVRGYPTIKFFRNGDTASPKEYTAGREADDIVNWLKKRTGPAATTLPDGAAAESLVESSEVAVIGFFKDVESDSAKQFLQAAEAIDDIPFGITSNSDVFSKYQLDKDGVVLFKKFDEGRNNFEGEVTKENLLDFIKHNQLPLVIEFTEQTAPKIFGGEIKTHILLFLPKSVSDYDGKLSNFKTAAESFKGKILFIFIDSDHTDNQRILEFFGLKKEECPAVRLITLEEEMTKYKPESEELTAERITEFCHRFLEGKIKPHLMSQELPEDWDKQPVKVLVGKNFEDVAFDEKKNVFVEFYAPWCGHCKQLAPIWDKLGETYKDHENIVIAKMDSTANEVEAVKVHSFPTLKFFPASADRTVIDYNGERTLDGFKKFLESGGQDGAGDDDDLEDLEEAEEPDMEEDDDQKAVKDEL
Cardio protect: cardioprotection against H2O2-induced cell death, primary screen, uHTS, H9c2 cells, ATPLite luminescence | H9c2 cardiomyocytes, H2O2 injury protection, 2 h | protection from H2O2 cell death, % at 20 µM | 0.63% of 360,000 active;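 active = compounds giving at least 50% protection of heart cells from peroxide-induced death in the single-dose screen, raw or plate-pattern-corrected value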;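 note: 0% = DMSO wells with peroxide and 100% = DMSO wells without peroxide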
Shn3 3UTR inh: reduction of Shn3 3'UTR firefly luciferase signal, primary screen, Schnurri-3 inhibitor project, cell-based, Clone20 osteoblasts, set 2; Clone20 osteoblast Shn3 3'UTR firefly luciferase, 24 h; inhibition, % at 12.5 µM; 0.52% of 360,000 active;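 active = mean inhibition of at least 75% with every replicate also reaching 75%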;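 note: 0% = median of neutral control wells and 100% = pilot-screen positive control compound; some compounds past the cut are filed as inactive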
HIF-2a block: HIF-2a reporter inhibitors, primary screen, luminescence, 786-0 RCC cells; inhibition, % at 18.8 µM; AID 624352, 2012; 786-0 RCC cells HIF-2a reporter, luciferase luminescence, overnight; 0.72% of 360,000 active;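 active = inhibition of the luminescence signal of 40% or more relative to plate controls, in a single-dose primary screen at 18.75 µM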
CaV13 FRET inh: Disruptors of the CACNA1D IQ motif to Ca2+-dependent inactivation inhibitor domain association, primary screening, Förster resonance energy transfer in intact living …. inhibition, % at 12.3 µM. 0.098% of 340,000 active. HEK cells, CFP/YFP FRET ICDI-IQ, plate reader, 10 min; percent FRET-ratio fall versus neutral wells;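 active = mean replicate inhibition of at least 30% and at least 1% of replicates passing that level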;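 note: 0% = median of the neutral control wells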
NR2E3 ag-2: NR2E3 agonists in two-hybrid cells, primary screen, cell-based, luminescence, CHO-S, Gal4-NCOR/VP16-NR2E3. Photoreceptor-specific nuclear receptor (Homo sapiens), Q9Y5X4. luciferase. inhibition of corepressor binding, % at 3.98 µM. 0.35% of 360,000 active. AID 602229, 2012;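 active = inhibition above the mean of all tested compounds plus 3 SD, cut at about 70% in these data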;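 note: 0% = DMSO with NR2E3 transfected cells and 100% = cells lacking NR2E3 construct; higher means lower luciferase signal from less NR2E3 corepressor binding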
MITF TRPM1 inh: inhibitors of MITF-dependent TRPM1 promoter reporter, primary screen, cell-based, SK-MEL-5, single point, luciferase; SK-MEL-5 TRPM1 promoter luciferase, 24 h; inhibition, % at 12.5 µM; 0.83% of 330,000 active;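 active = mean inhibition across replicates of 60% or more, whatever share of single replicates reaches that level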; note: values of inactives mirror those of a sister screen read the other way
An asterisk follows results filed as active; · = no result given.

SMILES	NR2E3 ag-1	Peg3 prom inh	hiPSC survival	HTR2A ag	PDI turbidity	Cardio protect	Shn3 3UTR inh	HIF-2a block	CaV13 FRET inh	NR2E3 ag-2	MITF TRPM1 inh
Cc1nccn1CCCNC(=O)CC1C(=O)NCCN1Cc1ccc(F)cc1Cl (stereo not drawn)	3	-1	-0.4	0	-3	3	-4	8	-2	-3	-9
COC(=O)C1=CN(C(C)C)C=C(C(=O)OC)C1c1cccc(OC)c1	2	12	-3.5	4	9	3	3	27	1	-17	-12
O=C(C1=NNCC1c1ccccc1)C1CO1 (stereo not drawn)	·	9	-1.4	3	5	-7	-14	19	5	18	1
Cc1cc(NC(=O)CCC(=O)N(c2cccc(F)c2)C(C(=O)NC2CCCC2)c2ccc(C)o2)no1 (stereo not drawn)	-3	-13	-0.5	-3	-5	3	8	-11	-3	-13	-1
CC(C)c1ccc(NC2CCCN(C(=O)c3cccc(N4CCNC4=O)c3)C2)cc1 (stereo not drawn)	0	0	-0.4	5	1	3	8	5	-2	-4	-3
O=C(Cc1cccc(NC(=O)C2CCCN(C(=O)CCc3ccccc3)C2)c1)Nc1cccc(C(=O)N2CCOCC2)c1 (stereo not drawn)	·	0	-1.4	-2	-9	-5	11	6	-6	-15	-2
COc1ccc(-c2nc(SCC(=O)NC3CCCCC3)n[nH]2)cc1	·	4	-0.4	0	-3	-3	-13	-19	·	-32	-9
CCCS(=O)(=O)N1CCCC(C(=O)NCc2ccco2)C1 (stereo not drawn)	-1	1	-0.2	-4	4	14	1	17	-5	-9	1
CCOC(=O)CSc1nnc(CSc2nc3sc4c(c3c(=O)[nH]2)CCC4)n1C	0	0	-2.1	0	-2	66*	-11	2	-6	-25	8
C1CCN(C2CCN(c3nc4nonc4nc3N3CCSCC3)CC2)C1	1	20	-0.8	-5	13	10	-22	13	-4	-4	10
CC(C)CCN1CC(C(=O)NC(C)C)CC1=O (stereo not drawn)	3	1	1.3	0	-3	-1	10	-8	-7	8	10
COc1cc2c(cc1NCc1ccc3c(c1)OCO3)oc1ccccc12	0	-166	2.2	-1	-6	-3	-25	-193	-4	-91	-36
Cn1c(=O)oc2cc(S(=O)(=O)NCc3ccc(C(=O)O)cc3)ccc21	0	-2	0.4	7	1	2	-12	-4	-3	-11	-5
COC(C[C@@H](O)CC(=O)COCc1ccccc1)OC	·	-11	-0.1	3	-7	6	8	6	-10	-5	-1
Cc1ccc(NC(=O)C(C)OC(=O)CCC2CCCCC2)cc1 (stereo not drawn)	-3	3	0.1	-7	4	-5	-10	-4	-6	-14	-4
O=C(CNC(=S)N(Cc1ccccc1)Cc1cccnc1)NC1CCCCC1	-1	14	0.2	0	6	2	-4	25	-16	-7	-2
Cc1nn2c(-c3ccccc3)nnc2c2ccccc12	1	-76	-0.7	5	2	3	-58	-142	-3	-33	-5
COc1ccc(N(CC(=O)NCc2ccccc2)C(=O)CCC(=O)Nc2cc(C)ccn2)c(OC)c1	-1	13	-0.6	5	-1	4	14	17	-5	-20	2
C[C@@H]1CN([C@H](C)CO)C(=O)c2cccc(NS(=O)(=O)c3cccs3)c2O[C@H]1CN(C)Cc1ccccc1	·	8	-3.4	-6	-1	8	56	9	-6	-6	9
CCOC(=O)c1c(C)[nH]c(C)c1C(=O)COC(=O)c1ccc(Cl)c(S(N)(=O)=O)c1	0	6	0.7	7	15	6	11	14	-3	4	3
Cc1cccc(C(=O)NC2CCN(CC(=O)Nc3ccc4c(c3)OCO4)CC2)c1	-2	12	-0.1	-4	6	-4	14	9	1	6	-2
CC1=C(C(=O)OCC2CCCO2)C(c2ccccc2Cl)NC(=O)N1 (stereo not drawn)	3	5	6.4	7	-1	9	-10	12	·	2	4
CCN(CC)Cc1c(O)ccc2c(=O)c(-c3ccccc3)coc12	0	-84	3.3	-5	0	12	-29	-129	-20	-28	-33
CCn1c(SCc2cccc(C(F)(F)F)c2)nnc1-c1ccco1	-4	9	-2.9	-4	3	-4	-17	-4	-3	-11	6

Five entries from above in another layout.
The line under a structure holds: NR2E3 ag-1	Peg3 prom inh	hiPSC survival	HTR2A ag	PDI turbidity	Cardio protect	Shn3 3UTR inh	HIF-2a block	CaV13 FRET inh	NR2E3 ag-2	MITF TRPM1 inh
O=C(Cc1cccc(NC(=O)C2CCCN(C(=O)CCc3ccccc3)C2)c1)Nc1cccc(C(=O)N2CCOCC2)c1 (stereo not drawn)
 : ·	0	-1.4	-2	-9	-5	11	6	-6	-15	-2
COc1ccc(-c2nc(SCC(=O)NC3CCCCC3)n[nH]2)cc1
 : ·	4	-0.4	0	-3	-3	-13	-19	·	-32	-9
CCCS(=O)(=O)N1CCCC(C(=O)NCc2ccco2)C1 (stereo not drawn)
 : -1	1	-0.2	-4	4	14	1	17	-5	-9	1
CCOC(=O)CSc1nnc(CSc2nc3sc4c(c3c(=O)[nH]2)CCC4)n1C
 : 0	0	-2.1	0	-2	66*	-11	2	-6	-25	8
C1CCN(C2CCN(c3nc4nonc4nc3N3CCSCC3)CC2)C1
 : 1	20	-0.8	-5	13	10	-22	13	-4	-4	10

5 compounds picked at random from those above, as already listed:
SMILES	NR2E3 ag-1	Peg3 prom inh	hiPSC survival	HTR2A ag	PDI turbidity	Cardio protect	Shn3 3UTR inh	HIF-2a block	CaV13 FRET inh	NR2E3 ag-2	MITF TRPM1 inh
CCOC(=O)c1c(C)[nH]c(C)c1C(=O)COC(=O)c1ccc(Cl)c(S(N)(=O)=O)c1	0	6	0.7	7	15	6	11	14	-3	4	3
COc1ccc(N(CC(=O)NCc2ccccc2)C(=O)CCC(=O)Nc2cc(C)ccn2)c(OC)c1	-1	13	-0.6	5	-1	4	14	17	-5	-20	2
CCOC(=O)CSc1nnc(CSc2nc3sc4c(c3c(=O)[nH]2)CCC4)n1C	0	0	-2.1	0	-2	66*	-11	2	-6	-25	8
COC(C[C@@H](O)CC(=O)COCc1ccccc1)OC	·	-11	-0.1	3	-7	6	8	6	-10	-5	-1
CCCS(=O)(=O)N1CCCC(C(=O)NCc2ccco2)C1 (stereo not drawn)	-1	1	-0.2	-4	4	14	1	17	-5	-9	1
